# Compound activity (PubChem)
# IL-2 act – activates IL-2 in a cell-based reporter assay; activation, % (series mostly up to about 46 µM); IL-2 activation reporter assay, cell-based qHTS; stimulated with anti-CD3/CD4/CD28 beads; in transgenic mouse T cells; 360,000 compounds, 0.065% hits; AID 652025; in the data active means activation above about 50%; inconclusive means mostly about 30% to 49%; further: 0% is about no effect
#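 Unstimulated transgenic mouse T cells preincubated 60 min with compound, then stimulated with anti-CD3/anti-CD4-coated beads plus anti-CD28 for 18 h at 37 degrees C. IL-2 response read as EGFP and DsRed fluorescence by plate cytometry.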
# S2 tox – reduces viability in counter-screen for ATXN expression inhibitors; Potency, µM (top dose mostly 56.7 µM), most hits filed as cytotoxic; 400,000 compounds, 0.49% hits; S2 cells (HEK-293 line with an ATXN2-luciferase reporter) viability, CellTiter-Fluor protease fluorescence, 24 h; further: potency means the concentration at half of the fitted maximal effect; nearly all actives have a fitted effect of over 40% in size
# ATXN2 expr inh – reduces ATXN2 reporter expression in HEK-293 cells; AID 1745845; 360,000 compounds, 0.72% hits; HEK-293 ATXN2-luciferase reporter, luminescence, 24 h; Potency, µM (top dose mostly 57 µM), without a hit: top-dose activity change, negative = inhibition, actives largely listed as inhibitors; further: potency means the concentration at half of the fitted maximal effect; on the % scale 0 is the no-effect control and ±100 the full control effect; nearly all actives have a fitted effect of over 55% in size
#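 qHTS (up to 57 uM final) was run with 24 h compound exposure of reporter cells at 37 °C. Each well was multiplexed: SteadyGlo luminescence measured ATXN2-luciferase expression after a fluorogenic Gly-Phe-AFC viability readout (25 uM final).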
# EPAC2 ag – activates human EPAC2 exchange factor; AID 720711; Potency, µM (doses to about 154 µM), for inactives: top-dose activation, usual class: activators; Q8WZA2; 360,000 compounds, 0.079% hits; EPAC2 activation, biochemical qHTS; response scale: 100% = 6.5 mM cAMP response; further: potency means the concentration at half of the fitted maximal effect; nearly all actives have a fitted effect of over 50% in size
# Target sequence (Q8WZA2 whole entry, looked up): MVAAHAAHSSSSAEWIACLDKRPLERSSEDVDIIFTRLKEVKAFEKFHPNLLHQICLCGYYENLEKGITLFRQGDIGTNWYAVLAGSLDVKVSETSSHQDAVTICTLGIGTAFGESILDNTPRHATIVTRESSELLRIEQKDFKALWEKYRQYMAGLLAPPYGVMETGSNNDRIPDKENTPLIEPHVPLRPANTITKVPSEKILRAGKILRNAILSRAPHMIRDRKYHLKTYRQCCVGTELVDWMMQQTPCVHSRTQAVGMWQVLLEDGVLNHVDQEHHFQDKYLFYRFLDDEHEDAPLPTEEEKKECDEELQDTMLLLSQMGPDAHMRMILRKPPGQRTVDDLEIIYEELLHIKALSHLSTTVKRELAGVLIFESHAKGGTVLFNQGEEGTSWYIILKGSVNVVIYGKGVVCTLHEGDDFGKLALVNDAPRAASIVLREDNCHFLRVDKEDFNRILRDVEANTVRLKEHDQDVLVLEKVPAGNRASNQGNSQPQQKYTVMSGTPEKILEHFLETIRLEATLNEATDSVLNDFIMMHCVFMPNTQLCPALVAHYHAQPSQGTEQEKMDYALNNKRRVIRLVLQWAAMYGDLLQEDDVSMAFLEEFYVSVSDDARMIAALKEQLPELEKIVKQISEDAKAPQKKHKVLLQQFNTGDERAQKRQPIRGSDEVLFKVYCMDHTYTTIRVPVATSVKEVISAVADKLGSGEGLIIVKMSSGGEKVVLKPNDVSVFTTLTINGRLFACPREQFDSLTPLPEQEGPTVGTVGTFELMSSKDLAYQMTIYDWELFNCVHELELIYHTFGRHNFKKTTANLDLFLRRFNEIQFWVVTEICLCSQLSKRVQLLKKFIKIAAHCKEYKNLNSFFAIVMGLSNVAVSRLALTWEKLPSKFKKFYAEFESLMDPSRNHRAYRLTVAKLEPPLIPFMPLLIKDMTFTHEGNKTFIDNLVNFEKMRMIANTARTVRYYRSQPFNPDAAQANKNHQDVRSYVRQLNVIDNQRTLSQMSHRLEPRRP
#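 Compounds were titrated in qHTS against a Rap1B-BODIPY-GDP (250 nM) complex with EPAC2 (100 nM) and GDP (50 uM). BODIPY-GDP release tracked at 480/540 nm over 30 min at room temperature, normalized to 6.5 mM cAMP.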
# Nrf2 block – inhibitors of Nrf2 signaling. 360,000 compounds, 2.1% hits. Potency, µM (top dose mostly 46 µM), inactives show at the top dose activity change, negative = inhibition, most hits filed as inhibitors. A549 ARE-Fluc reporter, luciferase luminescence, 18-24 h; further: potency means the concentration at half of the fitted maximal effect; on the % scale 0 is the no-effect control and ±100 the full control effect; nearly all actives have a fitted effect of over 60% in size
#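 In this cell-based qHTS, ARE-driven firefly luciferase in A549 cells reports Nrf2 activity; the luminescent signal after BugLite lysis is the measured value, with a prior CellTiter-Fluor read for cell health.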
# A549 tox – A549 cytotoxicity, counter-screen for Nrf2 inhibitors. A549 ARE-Fluc cells, CellTiter-Fluor viability, 18-24 h. Potency, µM (highest dose often 46 µM), without a hit: at the top dose activity change, negative = cytotoxicity, hits mostly inhibitors. 390,000 compounds, 0.16% hits; further: potency means the concentration at half of the fitted maximal effect; on the % scale 0 is the no-effect control and ±100 the full control effect
#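 A549 ARE_Fluc cells in 5% FBS OPTI-MEM were exposed to compounds in concentration-response for 18-24 h at 37 deg C. Viability was read by CellTiter-Fluor fluorescence (Ex 405/Em 525) after 30 min, before the luciferase read.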
# TGFb inhibitor – inhibitors of TGF-b signaling. HepG2 CAGA-GFP TGF-b/SMAD3 reporter, GFP fluorescence, 18 h; TGF-beta stimulated, 500 pg/mL final. Potency, µM (highest dose often 46.1 µM), for inactives: at the highest dose activity, negative = inhibition, usual class: inhibitors. 410,000 compounds, 1.2% hits. AID 588855; further: potency means the concentration at half of the fitted maximal effect; on the % scale 0 is the no-effect control and ±100 the full control effect; nearly all actives have a fitted effect of over 65% in size
#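 Inhibition was scored as loss of TGF-beta-induced (500 pg/mL final, 18 hours, 37 degrees C) GFP in HEPG2 cells carrying a CAGA-GFP reporter, in DMEM with 1% FBS. Well GFP was summed per cell; Activity was normalised to unstimulated and stimulated DMSO wells, then concentration-response fitting.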
# Nrf2 activator – activators of Nrf2 (ARE) signaling; AREc32 ARE-luciferase reporter (MCF7-derived line), luminescence, 24 h; 410,000 compounds, 0.31% hits; Potency, µM (series often up to 46.1 µM), for inactives: top-dose activation, usual class: activators; AID 624171; further: potency means the concentration at half of the fitted maximal effect; % of control where 0% means no effect; nearly all actives have a fitted effect of over 65% in size
#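 ARE activation measured as luciferase luminescence (Steady-Glo, 30 min RT) in AREc32_Fluc cells after 24 hr compound exposure at 37 deg C, 5% CO2; cells seeded overnight at 1000/well in OPTI-MEM, 5% FBS.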
# HepG2 viability – HepG2 cytotoxicity, counter-screen for TGF-b inhibitors; 410,000 compounds, 0.76% hits; Potency, µM (titrated, usually from 46.1 µM), for inactives: at the top dose activity change, negative = cytotoxicity, most hits filed as cytotoxic; AID 588856; HepG2 CAGA-GFP viability, ATP luminescence, 18 h; further: potency means the concentration at half of the fitted maximal effect; some results filed as inactive show a strong effect at the top dose
#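 CellTiter-Glo luminescence gave cytotoxicity after 18 hours at 37 degrees C. The cells were HepG2 CAGA-GFP in 1% FBS DMEM, stimulated with 500 pg/mL TGF-beta after compound addition. %Activity was normalised to no-cell wells (complete cell-killing) and DMSO (no toxicity), and curves were fitted and classified.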
# The depositor's hits bear a star; i = inactive; ? = inconclusive; nt = no result given; [ ] = another dose, or the depositor's remark. Unless noted, the call rests on the fitted dose curve; in most records, active means well fitted curve in the direction sought with a large enough effect; inconclusive means small, poorly fitted or top-dose-only effect, or another doubt; inactive means no such curve, though single readings can be large; an effect the other way counts as inactive or inconclusive. Compounds were not picked by outcome; 4.3% or so of the library scored in one or more.
SMILES,IL-2 act,S2 tox,ATXN2 expr inh,EPAC2 ag,Nrf2 block,A549 tox,TGFb inhibitor,Nrf2 activator,HepG2 viability
COc1ccccc1/C=N/NC(=O)c1ccc(CN2C(=O)c3cccc4cccc2c34)cc1,-0.6,i,2%,5%,-26%,16%,-5%,3.1%,-4%
COc1ccc(/C=C(\NC(=O)c2cccs2)C(=O)NCc2ccco2)cc1OC,0.5,?,-21%,5%,5%,-2%,0%,-1.0%,21%
Cc1ccc(C(C(=O)NC2CCCC2)N(Cc2ccco2)C(=O)CCC(=O)Nc2cc(C)on2)cc1 (stereo not drawn),0.2,i,-21%,4%,0%,-7%,11%,0.0%,-8%
COc1ccc(C2CC(c3ccc(Cl)cc3Cl)Nc3nc(N)nn32)cc1OC (stereo not drawn),1.0,i,1%,4%,5%,-6%,8%,2.3%,4%
O=c1cnc2ccccc2n1CC1CCCCC1,-2.8,i,2%,6%,5%,1%,-25%,0.2%,-1%
CCOc1ccc(NC(=O)c2cc([N+](=O)[O-])ccc2N2CCOCC2)cc1,1.2,i,-23%,6%,1%,-14%,-22%,-0.5%,2%
CCc1noc(C)c1C(=O)NNC(=O)c1ccccc1F,0.6,i,-7%,14%,5%,1%,6%,13%,-12%
Cc1cc(=O)n2[nH]c(-c3sccc3-n3c(C)ccc3C)cc2n1,1.1,i,-29%,9%,?,1%,0%,0.3%,-2%
CCOC(=O)c1sc(C)c2c1NC(C)(c1ccccc1)NC2=O (stereo not drawn),-2.3,i,34%[activator],6%,0%,3%,0%,8.2%,-27%
CC(O)(CS(=O)(=O)Cc1ccccc1Cl)C(=O)Nc1cccc(C(F)(F)F)c1 (stereo not drawn),-2.2,i,-20%,2%,nt,3%,15%,0.1%,-13%
CCCCCCCCCOC(=O)C(CC(=O)O)N1CCOCC1 (stereo not drawn),0.0,i,6%,2%,-2%,-6%,-11%,13%,-9%
COc1ccc(N(C(=O)c2ccccc2C)S(=O)(=O)c2ccc(C)cc2)cc1,nt,i,-22%,nt,-16%,-1%,6%,3.2%,-21%

# Next section; the last 4 above are carried over.
SMILES,IL-2 act,S2 tox,ATXN2 expr inh,EPAC2 ag,Nrf2 block,A549 tox,TGFb inhibitor,Nrf2 activator,HepG2 viability
CCOC(=O)c1sc(C)c2c1NC(C)(c1ccccc1)NC2=O (stereo not drawn),-2.3,i,34%[activator],6%,0%,3%,0%,8.2%,-27%
CC(O)(CS(=O)(=O)Cc1ccccc1Cl)C(=O)Nc1cccc(C(F)(F)F)c1 (stereo not drawn),-2.2,i,-20%,2%,nt,3%,15%,0.1%,-13%
CCCCCCCCCOC(=O)C(CC(=O)O)N1CCOCC1 (stereo not drawn),0.0,i,6%,2%,-2%,-6%,-11%,13%,-9%
COc1ccc(N(C(=O)c2ccccc2C)S(=O)(=O)c2ccc(C)cc2)cc1,nt,i,-22%,nt,-16%,-1%,6%,3.2%,-21%
S=c1c2[nH]cnc2ncn1CCSc1ncnc2nc[nH]c12,-4.8,i,7%,0%,-10%,-1%,-10%,-0.3%,-10%
CC(=O)c1c(C)[nH]c(C(=O)OCC(=O)Nc2ccc([N+](=O)[O-])cc2Cl)c1C,-2.8,?,-17%,4%,-1%,-4%,6%,2.2%,-2%
Cc1ccc(C2CC(c3cccs3)=NN2C(=O)c2ccc(Br)o2)cc1 (stereo not drawn),-0.3,?,-16%,4%,nt,-14%,?,2.4%,-13%
NC(=O)c1ccc(NC(=O)COC(=O)c2ccc(Br)c(S(=O)(=O)N3CCOCC3)c2)cc1,-0.6,i,-3%,1%,1%,0%,-2%,0.0%,3%
C=CCn1c(CSCc2ccc(C)cc2)nnc1SCC(=O)NCc1ccccc1,0.8,i,2%,1%,6%,16%,-22%,3.7%,-1%
COc1ccc(NC(=O)c2ccccc2SC)c(OC)c1,-2.2,i,4%,6%,-17%,-3%,-3%,0.2%,5%
CC1(C(=O)NS(=O)(=O)c2cccc(Cl)c2)CCN1C(=O)C1(c2ccccc2)CC1 (stereo not drawn),-0.5,i,4%,-2%,nt,nt,3%,-0.2%,10%
COc1ccc(C(CNC(=O)c2ccc(OC)c(S(=O)(=O)N3CCCC3)c2)N2CCCC2)cc1 (stereo not drawn),0.0,i,7%,4%,3%,2%,-1%,0.1%,-3%
CCOC(=O)C1C(=O)C=C(c2ccc(C)cc2)CC1c1ccco1 (stereo not drawn),-1.7,i,1%,5%,-10%,-4%,0%,0.3%,-25%
CCOC(=O)Cc1cc(=O)n2[nH]cc(-c3cccc(Br)c3)c2n1,-0.8,i,-15%[11.3 µM],-19%,-5%,-5%,?,-0.6%,-44%
CC(=O)c1c(C)[nH]c(C(=O)CSc2nc3ccccc3c(=O)n2CCCN2CCOCC2)c1C,-0.4,i,10%,-1%,-18%,-7%,23%,-0.1%,-4%
O=C(Nc1nc2ccc([N+](=O)[O-])cc2s1)c1c(F)cccc1F,-1.0,i,-5%,-1%,7%,-11%,-4%,2.1%,-42%
CSc1nc(C)cc(Oc2ccc(OCC(N)=O)nn2)n1,0.4,i,4%,1%,5%,10%,-1%,3.4%,0%
CCc1nn(CC(=O)Nc2ccc(N(CC)CC)cc2C)c(=O)c2cc3sccc3n12,nt,nt,nt,nt,-6%,6%,?,-0.5%,-1%
COc1ccc(S(=O)(=O)N2CCC(C(=O)NCC(=O)Nc3c(C)cccc3C)CC2)cc1OC,0.8,i,?,11%,-2%,1%,-18%,-0.1%,1%
COc1ccc(CCNC(=O)c2cnc3sc(N4CCOCC4)nn3c2=O)cc1,nt,i,-2%,nt,1%,5%,-3%,-0.2%,-12%
COc1c(C)cc(C(=O)C2CCCN(C(=O)c3ccoc3)C2)cc1C (stereo not drawn),-3.1,i,1%,-2%,5%,-2%,4%,0.6%,-10%
O=C(OCN1C(=O)C(=O)c2ccccc21)c1ccc(Cl)cc1,0.2,i,-2%,6%,-1%,0%,-10%,-0.8%,5%
CCc1ccc(OCC(=O)NC(C)C)cc1,-1.3,i,4%,3%,17%,-5%,8%,0.0%,7%
CCN(CC)CCC(c1ccc(N(C)C)cc1)c1c(OC)cc(OC)c2c(C)cc(=O)oc12 (stereo not drawn),nt,nt,nt,nt,7%,?,-23%,nt,-25%
Cc1ccc(NC(=O)CSc2nnc(CN3CCOCC3)n2-c2ccccc2)cc1,1.9,i,1%,6%,12%,3%,17%,1.7%,-20%
COc1ccccc1N1CCN(C(=O)c2ccccc2SCC(=O)NCc2ccco2)CC1,-1.8,i,-8%,-2%,-1%,-2%,-7%,4.2%,-1%
Cc1ccc2c(n1)sc1c(N)ncnc12,2.4,i,-25%,2%,6%,-2%,-14%,2.7%,-36%
Cc1ccc(NC(=O)c2c(C)oc3ccc(O)c(CN4CCCCC4)c23)c(C)c1,nt,i,-22%,nt,9%,1%,-17%,9.7%,-39%
O=C(C1CCCN(S(=O)(=O)c2cccc3cccnc23)C1)N1CCc2ccccc21 (stereo not drawn),-4.1,i,-28%,13%,?,-7%,-23%,3.7%,-24%
Cc1cc(C)n(CC(C)NCc2cn[nH]c2-c2cccc3ccccc23)n1 (stereo not drawn),0.5,i,-28%,4%,-20%,1%,2%,-0.1%,-22%
Cc1ccc(C2CC2C(=O)NNC(=S)Nc2cccc(Cl)c2)cc1 (stereo not drawn),-1.0,i,-23%,12%,-21%,-3%,?,0.7%,-34%
O=C(CN1C(=O)COc2ccccc21)N1CCOCC1,-0.1,i,nt,4%,9%,-3%,2%,-1.0%,-2%

# Some of these compounds in order of their number in IL-2 act, low to high:
smiles | IL-2 act
COc1ccccc1/C=N/NC(=O)c1ccc(CN2C(=O)c3cccc4cccc2c34)cc1 | -0.6
COc1ccc(C(CNC(=O)c2ccc(OC)c(S(=O)(=O)N3CCCC3)c2)N2CCCC2)cc1 (stereo not drawn) | 0.0
O=C(OCN1C(=O)C(=O)c2ccccc21)c1ccc(Cl)cc1 | 0.2
